CBFb RUNX1 block = qHTS Assay for Compounds Blocking the Interaction Between CBF-beta and RUNX1 for the Treatment of Acute Myeloid Leukemia; 230,000 tested, under 10 active; Runt-related transcription factor 1 (Homo sapiens) + Core-binding factor subunit beta …; Potency, µM (highest dose often 59.8 µM), for inactives: at the highest dose activity, negative = inhibition, actives largely listed as inhibitors; AlphaScreen CBFb-His/RUNX1-biotin binding, biochemical; note: % of control where 0% means no effect
Target sequence (Q01196 whole entry, looked up): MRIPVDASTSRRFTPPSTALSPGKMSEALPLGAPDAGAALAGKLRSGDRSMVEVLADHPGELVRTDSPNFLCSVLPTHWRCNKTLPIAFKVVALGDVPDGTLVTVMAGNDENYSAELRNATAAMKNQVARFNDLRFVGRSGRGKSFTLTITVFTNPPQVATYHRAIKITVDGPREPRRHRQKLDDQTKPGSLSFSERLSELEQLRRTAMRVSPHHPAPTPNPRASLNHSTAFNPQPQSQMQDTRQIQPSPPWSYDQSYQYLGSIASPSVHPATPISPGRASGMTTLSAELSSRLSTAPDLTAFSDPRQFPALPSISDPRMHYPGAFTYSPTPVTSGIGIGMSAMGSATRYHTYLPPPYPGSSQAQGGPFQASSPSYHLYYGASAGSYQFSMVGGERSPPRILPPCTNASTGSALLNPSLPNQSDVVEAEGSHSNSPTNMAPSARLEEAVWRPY
Target sequence (Q13951 whole entry, looked up): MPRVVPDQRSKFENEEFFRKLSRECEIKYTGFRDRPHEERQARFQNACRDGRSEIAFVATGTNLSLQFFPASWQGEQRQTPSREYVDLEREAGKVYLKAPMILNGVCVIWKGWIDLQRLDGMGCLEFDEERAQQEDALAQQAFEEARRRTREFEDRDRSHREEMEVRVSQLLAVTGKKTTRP
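CBF-beta (His) and RUNX1 (biotin), 30 nM each; 20 min preassociation; + compound, 15 min; + beads 50 ng each (Ni, streptavidin), 90 min; RT; AlphaScreen read.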
LMNA splice mod = qHTS Assay for Modulators of Lamin A Splicing | HeLa LMNA splicing GFP/RFP minigene ratio, 48 h | Potency, µM (top dose mostly 46.1 µM), for inactives: at the highest dose ratio change, negative = inhibition, most hits filed as inhibitors | 200,000 tested, 0.01% active; active = well fitted inhibition curve with a large enough effect in the signal ratio, with a control signal flat, not every such curve was filed as active; inconclusive = small, poorly fitted or top-dose-only effect, or effect the other way, or a change in a side signal; the % refers to the signal ratio; note: potency is the fitted concentration of half-maximal effect; % is set by controls: 0 for no effect and ±100 for the full control effect
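S3 HeLa cells stably expressing lamin A-EGFP splicing minigene plus DsRed2, 600 cells/well, 48 h compound exposure at 37C. Laser-scanning cytometry; analysed as GFP (500-530 nm)/RFP (575-640 nm) total intensity ratio; 0.5% DMSO vehicle.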
HttQ103 aggreg = qHTS Multiplex Assay to Identify Dual Action Probes in a Cell Model of Huntington: Aggregate Formation (GFP). PC12 HttQ103-GFP aggregates, Acumen cytometry, 40 h. Potency, µM (top dose mostly 46.1 µM), without a hit: top-dose activity change, negative = inhibition, most hits filed as inhibitors. AID 1688, 2009. 220,000 tested, 1.1% active; note: potency is the fitted concentration of half-maximal effect; % is set by controls: 0 for no effect and ±100 for the full control effect; nearly all actives have a fitted effect of over 60% in size
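Aggregate formation scored by laser-scanning cytometer (488 excitation, 500–530 emission) in lysed PC12 cells expressing Q103-GFP after 100 nM tebufenozide induction; library tested in dose series, with ATPLite reagent added in the multiplex.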
NPSR antag = qHTS Assay for Antagonists of the Neuropeptide S Receptor: cAMP Signal Transduction | 220,000 tested, 1% active | Potency, µM (titrated, usually from 38.3 µM), for the others: at the highest dose activity change, negative = inhibition, usual class: inhibitors | CHO-NPSR cells, cAMP TR-FRET, antagonist mode | AID 1461, 2008; note: potency is the fitted concentration of half-maximal effect; % is set by controls: 0 for no effect and ±100 for the full control effect; nearly all actives have a fitted effect of over 50% in size; many of its hits are not listed in these tables
Target sequence (Q6W5P4 whole entry, looked up): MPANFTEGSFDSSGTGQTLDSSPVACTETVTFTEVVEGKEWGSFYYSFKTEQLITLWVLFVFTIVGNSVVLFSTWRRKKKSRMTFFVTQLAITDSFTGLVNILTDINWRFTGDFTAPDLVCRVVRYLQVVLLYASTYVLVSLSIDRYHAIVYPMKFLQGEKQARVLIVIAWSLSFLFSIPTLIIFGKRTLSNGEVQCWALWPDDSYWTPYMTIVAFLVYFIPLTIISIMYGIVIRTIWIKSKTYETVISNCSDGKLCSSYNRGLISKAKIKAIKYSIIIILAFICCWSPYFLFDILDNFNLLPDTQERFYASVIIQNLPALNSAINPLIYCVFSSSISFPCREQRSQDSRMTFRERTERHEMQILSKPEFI
KinaseGlo FLuc = Counterscreen for Luciferase (Kinase-Glo TM) Inhibition; Potency, µM (doses to about 38.3 µM), inactives show top-dose activity change, negative = inhibition, actives largely listed as inhibitors; 200,000 tested, 0.28% active; Kinase-Glo luciferase, ATP luminescence, 8 min; note: potency is the fitted concentration of half-maximal effect; % is set by controls: 0 for no effect and ±100 for the full control effect; nearly all actives have a fitted effect of over 60% in size
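Kinase-Glo luciferase light output from ATP and luciferin was measured with 10 uM ATP, within the enzyme's linear range. Buffer: 50 mM imidazole pH 7.2, 50 mM KCl, 7 mM MgCl2, 0.01% Tween 20, 0.05% BSA; luminescence read after 8 min at ambient temperature.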
IMPase Li inh = qHTS Assay for Identifying the Cell-Membrane Permeable IMPase Inhibitors: Potentiation with Lithium | CHO-M1 cells, IP1 TR-FRET (IP-One), carbachol + lithium | Potency, µM (doses to about 59.4 µM), without a hit: at the highest dose activity, negative = IMPase inhibition, usual class: inhibitors | 210,000 tested, 0.35% active | AID 1457, 2008;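 note: IP1 builds up when IMPase is blocked and the TR-FRET signal falls; potency is the fitted concentration of half-maximal effect; plate controls were basal vehicle for no effect and high inhibitor control for full effect; nearly all actives have a fitted effect of over 50% in size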
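CHO cells stably expressing M1 receptor (2000/well, cultured 16–30 h) treated 30 min at 37C with compound plus low lithium. Cytosolic IP1 by TR-FRET (665/620 ratio and 620 channel) after 10 min lysis; AC50 by Hill fit.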
Epigenetic reg = Quantitative High-Throughput Screen for Regulators of Epigenetic Control | murine LDR cells, GFP reporter derepression, 30 h | Potency, µM (titrated, usually from 53.9 µM), for inactives: at the top dose GFP activation, most hits filed as activators | 280,000 tested, 0.2% active | AID 1865, 2009; note: potency is the fitted concentration of half-maximal effect; % of control where 0% means no effect; nearly all actives have a fitted effect of over 60% in size
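Derepression of a silenced CMV-GFP reporter in murine LDR cells is scored by enumerating GFP-positive cells with a laser-scanning microplate cytometer after 30 hours of treatment at 37 C.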
Active calls of the source: *; ? = inconclusive; . = not tested or not shown; & = joins results of further samples; [ ] = dose if it differs, or a comment. Unless noted, calls come from the whole dose curve; as a rule, active = well fitted curve in the direction sought with a large enough effect; inconclusive = small, poorly fitted or top-dose-only effect, or another doubt; inactive = no such curve, though single readings can be large; an effect the other way counts as inactive or inconclusive. These rows are one share of the data; count on the stated rates, not on these rows.

Below each SMILES – CBFb RUNX1 block	LMNA splice mod	HttQ103 aggreg	NPSR antag	KinaseGlo FLuc	IMPase Li inh	Epigenetic reg
> CC(=O)C1=C(O)C(=O)N(c2ccc(O)cc2)C1c1ccc([N+](=O)[O-])cc1 (stereo not drawn)
    -1%	-4%[46 µM]	14%[9.22 µM]	7%	-2%	7%	0.0%
> COc1ccc2[nH]c(=O)c(CN(Cc3cccs3)S(=O)(=O)c3cccc4nsnc34)cc2c1
    7%	?	?	?	2%	37%[activator][38.3 µM]	1.8%
> COc1ccc(-c2cc(-c3n[nH]c(=S)n3-c3ccccc3Cl)[nH]n2)cc1
    0%	-5%[46 µM]	7%	-27%	3%	4%	-0.2%
> CC1CC(=O)N(c2ccc(N(C)Cc3ccccc3)c([N+](=O)[O-])c2)C1=O (stereo not drawn)
    ?	21%[46 µM]	12%	15%	1%	11%	-4.7%
> CC1(C)Cc2c(sc(/N=C/N3CCCC3)c2C#N)C(C)(C)N1
    8%	-10%	-4%	5%[46.1 µM]	1%	-6%	1.0%
> COc1cc(C)nc(NS(=O)(=O)c2ccccc2)n1
    5%	-9%	4%	-6%[46.1 µM]	-2%	18%[38.3 µM]	0.0%
> CCOC(=O)C1=C(C(F)(F)F)Nc2ncnn2C1c1ccc(OC)cc1OC (stereo not drawn)
    -3%	8%	1%	2%	5%	0%	-1.8%
> COc1cc(/C=C2/C(=O)N=C(N)N2C)cc(OC)c1OC
    2%	-5%	6%	-3%[46.1 µM]	-2%	51%[activator][38.3 µM]	20%
> Cc1nc(NC(=O)c2ccccc2)sc1-c1csc(NCCc2ccccc2)n1
    -10%	6%	-4%	-10%[46.1 µM]	7%	-5%[38.3 µM]	-0.2%
> C=CCn1c(/N=C/c2ccc(N(C)C)cc2)nc2ccccc21
    -1%	10%	5%	-18%[46.1 µM]	.	.	-1.0%
> Cn1c(N2C(=O)CC(Cc3ccccc3)C2=O)nc2ccccc21 (stereo not drawn)
    -4%	-3%	-3%	-4%	6%	6%	-1.0%
> CCCC1(CCC)NC(=O)NC1=O
    7%	3%	-12%	-9%[46.1 µM]	1%	31%[38.3 µM]	0.0%
> CC1=C[C@H]2Cc3cc(C)cc(C)c3S(=O)(=O)[C@@H]2C=C1
    3%	-1%	?	8%	-1%	4%	0.0%
> O=C(NNC1=NCCC1)c1ccc(Br)cc1
    3%	19%	-1%[9.22 µM]	-7%[46.1 µM]	8%	28%[38.3 µM]	0.8%
> CCOC(=O)c1sc2nc(N3CCOCC3)c3c(c2c1N)CC(C)(C)N(C)C3
    5%	-5%	.	-10%[46.1 µM]	-1%	-12%[38.3 µM]	-0.1%
> CC1CN(S(=O)(=O)Cc2ccccc2)CC(C)O1 (stereo not drawn)
    -2%	3%	-2%	13%[46.1 µM]	-1%	-2%[38.3 µM]	-0.2%
> Cc1ccc(-n2cccn2)cc1
    3%	11%[46 µM]	15%[9.22 µM]	-18%	-5%	-1%	-4.7%
> Cc1c(NC(=O)C(C)Sc2ncnc3ccccc23)c(=O)n(-c2ccccc2)n1C (stereo not drawn)
    -5%	.	-5%	3%	4%	4%	1.1%
> CCCCC/C=C\C/C=C\C/C=C\C/C=C\CCCCCC(=O)O
    22%&-5%	.	.	.	-1%	6%&-2%	5.3%&4.5%
> Cc1cn(Cc2ccccc2)c(=O)[nH]c1=O
    -10%	0%	20%	5%[46.1 µM]	-3%	-5%[38.3 µM]	2.9%
> O=C1CCCC(O)=C1N=Nc1cccc(C(=O)O)c1
    .	-2%[46 µM]	4%	-4%	-10%	6%	1.1%
> O=C(CNC(=O)c1ccccc1)N/N=C/c1cccs1
    6%	?	-8%[9.22 µM]	17%	4%	4%	-0.5%
> CC(C)Cn1c(O)c2ccc(C(=O)N=NC(=O)c3cccnc3)cc2c1O
    1%	-9%	-11%	-2%	0%	5%	0.0%
> c1cnc(N2CCN(Cc3c[nH]c4ccccc34)CC2)nc1
    2%	?	11µM*	20%[46.1 µM]	1%	2%[38.3 µM]	0.0%
> O=C(NN=C1C2CC3CC1CC(Cl)(C3)C2)c1ccccn1
    -25%	.	-10%	4%	-2%	-18%	0.0%
> C#CCn1c(=NC(=O)c2cccs2)sc2cccc(OCC)c21
    11%	0%	-12%	-21%[46.1 µM]	0%	32%[activator][38.3 µM]	0.0%
> Cc1cc(Cl)ccc1NC(=S)NCC(C)C
    -2%	-7%	22%	-16%	0%	8%	-0.9%
> Cc1cnc2cc(Cl)ccc2c1SCC(=O)O
    -5%	.	3%[9.22 µM]	22%	-6%[7.66 µM]	-10%	-0.3%
> CCCc1ncc(C(O)c2cccc(OC)c2)n1C (stereo not drawn)
    8%	.	-1%[9.22 µM]	16%	.	.	-3.1%
> Cn1c(SCC(=O)NC(=O)c2cccc([N+](=O)[O-])c2)nnc1-c1ccc(F)cc1
    0%	0%	-2%	9%	2%	2%	1.3%
> CCOc1c2ccc(C(=O)NC3CCCc4ccccc43)cc2nn1CC (stereo not drawn)
    16%	?	1%	0%[46.1 µM]	2%	26%[38.3 µM]	1.2%
> CCN1C(=O)/C(=C\c2ccc3c(c2)OCO3)C(C(=O)OC)=C1C
    2%	0%	5%	0%[46.1 µM]	-1%	7%[38.3 µM]	-1.2%
> O=C(O)/C(=C\C(=O)c1ccccc1)Nc1ccccc1
    -1%	.	16%[9.22 µM]	2%[7.67 µM]	.	.	-1.4%
> CC1=C(C(=O)OCc2ccc3c(c2)OCO3)C(c2cccc([N+](=O)[O-])c2)NC(=O)N1 (stereo not drawn)
    -11%	-7%[9.22 µM]	?	-13%	-1%	9%	1.1%
> O=C(c1ccc(Cl)cc1)c1c[nH]c(C(=O)C(Cl)(Cl)Cl)c1
    1%	-11%	0%	-6%[46.1 µM]	-2%	23%[38.3 µM]	-0.7%
> Cc1nn2c(N3CCOCC3)c3c(nc2c1-c1ccccc1)CCCC3
    18%	-12%	2%	?	3%	14%[38.3 µM]	-0.6%
> Cc1nn(-c2ccc(F)cc2)c(Cl)c1/C=C/C(=O)OCC(=O)Nc1c(F)c(F)c(F)c(F)c1F
    -1%	-3%	23%	-43%	1%	1%	1.3%
> CSc1nc(C)c2c(n1)N(c1cccc(C)c1)CC2
    8%	-1%	-10%	-23%[46.1 µM]	-4%	22%[38.3 µM]	-0.6%
> O=C(CN1C(=O)C2C3C=CC(C3)C2C1=O)NCCC1=CCCCC1 (stereo not drawn)
    14%	-5%	1%	-2%[46.1 µM]	1%	31%	0.0%
> Cc1ccc(CC(=O)Nc2cccc(C#N)c2)cc1
    3%	.	7%[9.22 µM]	-8%	2%	-2%	0.9%[10.1 µM]
> Cc1sc(/N=C/c2c(O)ccc3ccccc23)c(C#N)c1C
    -1%	-3%	11%	0%[46.1 µM]	17%	36%[38.3 µM]	2.7%
> CCc1n[n+](CC(=O)c2ccccc2)c(N)s1
    22%	7%[46 µM]	1%	-4%	10µM*	?	-0.8%
> Cc1nn(Cc2ccc(Cl)cc2Cl)c(Cl)c1/C=N/NC(=O)CNc1cccc(C(F)(F)F)c1
    2%	-2%	-17%	?	1%	-1%	6.3%
> Cc1csc(NC(=O)[C@@H]2CCCN2C(=O)c2cccs2)n1
    -14%	.	-17%	8%	-2%	?	-1.0%
> COc1ccccc1N1C(=O)CC(Sc2nc(C)cc(C)n2)C1=O (stereo not drawn)
    5%	-2%	-7%	-5%[46.1 µM]	3%	27%[38.3 µM]	-2.1%
> CCc1ccc(CNC(=O)c2cc3c(C)nc4ccccc4c3o2)cc1
    4%	?	10µM*	-16%[46.1 µM]	-2%	31%[activator][38.3 µM]	-0.8%
> COc1ccc(C(C(=O)NC2CCCC2)N(Cc2cccs2)C(=O)c2ccn[nH]2)cc1OC (stereo not drawn)
    -8%	13%[46 µM]	2%[9.22 µM]	-16%	-8%	3%	0.1%
> Cc1cc(C)nc(SCC(=O)N/N=C/c2cc(C)n(-c3ccccc3C)c2C)n1
    -4%	?	?	-3%	-2%	8%	0.0%
> COCCn1cnc2c(c1=O)c1nc3ccccc3nc1n2/N=C/c1cccc(OC)c1
    5%	.	-17%[9.22 µM]	?	.	.	4.2%

Reformatted with tabs: part of the list above
SMILES	CBFb RUNX1 block	LMNA splice mod	HttQ103 aggreg	NPSR antag	KinaseGlo FLuc	IMPase Li inh	Epigenetic reg
COc1ccc(-c2cc(-c3n[nH]c(=S)n3-c3ccccc3Cl)[nH]n2)cc1	0%	-5%[46 µM]	7%	-27%	3%	4%	-0.2%
CC1CC(=O)N(c2ccc(N(C)Cc3ccccc3)c([N+](=O)[O-])c2)C1=O (stereo not drawn)	?	21%[46 µM]	12%	15%	1%	11%	-4.7%
CC1(C)Cc2c(sc(/N=C/N3CCCC3)c2C#N)C(C)(C)N1	8%	-10%	-4%	5%[46.1 µM]	1%	-6%	1.0%
COc1cc(C)nc(NS(=O)(=O)c2ccccc2)n1	5%	-9%	4%	-6%[46.1 µM]	-2%	18%[38.3 µM]	0.0%
CCOC(=O)C1=C(C(F)(F)F)Nc2ncnn2C1c1ccc(OC)cc1OC (stereo not drawn)	-3%	8%	1%	2%	5%	0%	-1.8%

Screening data as filed in PubChem.
